Compound activity: PubChem BioAssay, several laboratories
OPRM1-OPRD1 inv: mu-delta opioid heterodimer inverse agonism; P35372+P41143; cell-based MOR-DOR heterodimer luminescence; inhibition, % at 9.3 µM; 340,000 compounds, 0.21% hits; in the data active means inhibition above about 22%, passing the limit was not always enough;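 further: 0% = cells with DMSO and 100% = wells without cells with DMSO; values of inactives mirror those of a sister screen read the other way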
Target sequence (P35372 whole entry, looked up): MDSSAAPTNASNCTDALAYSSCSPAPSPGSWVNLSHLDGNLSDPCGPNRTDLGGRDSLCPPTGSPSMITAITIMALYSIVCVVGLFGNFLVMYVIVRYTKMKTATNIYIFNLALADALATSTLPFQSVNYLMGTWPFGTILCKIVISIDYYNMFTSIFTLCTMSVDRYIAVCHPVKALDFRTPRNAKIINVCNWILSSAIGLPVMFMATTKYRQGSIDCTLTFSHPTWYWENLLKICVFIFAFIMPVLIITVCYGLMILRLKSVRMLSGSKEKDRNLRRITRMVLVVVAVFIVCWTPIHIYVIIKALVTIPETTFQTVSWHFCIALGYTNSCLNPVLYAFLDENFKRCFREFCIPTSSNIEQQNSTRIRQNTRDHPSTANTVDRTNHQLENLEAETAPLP
Target sequence (P41143 whole entry, looked up): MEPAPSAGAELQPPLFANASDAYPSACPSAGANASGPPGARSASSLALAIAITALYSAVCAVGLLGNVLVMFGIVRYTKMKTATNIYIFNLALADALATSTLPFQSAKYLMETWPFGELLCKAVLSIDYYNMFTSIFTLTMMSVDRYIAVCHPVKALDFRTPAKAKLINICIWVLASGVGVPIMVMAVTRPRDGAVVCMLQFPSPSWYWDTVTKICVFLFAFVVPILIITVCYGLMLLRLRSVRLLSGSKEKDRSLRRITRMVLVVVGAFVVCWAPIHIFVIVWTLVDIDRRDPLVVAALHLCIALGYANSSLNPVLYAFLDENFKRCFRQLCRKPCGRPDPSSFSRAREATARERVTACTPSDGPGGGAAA
HTR5A inv ctr: inverse agonist of human HTR5A in OPRM1-OPRD1 counter-screen | P47898 | 340,000 compounds, 0.083% hits | AID 504634 | inhibition, % at 9.3 µM | HTR5A cell line, luminescence, inverse agonism; in the data active means inhibition mostly above about 23%, no sharp cut-off; inactive means mostly below about 18%;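 further: 0% = cells with DMSO and 100% = no-cell wells with DMSO; some compounds called inactive have numbers as strong as hits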
MOR-DOR ag: agonists of human mu-delta opioid receptor heterodimerization; 340,000 compounds, 0.3% hits; P35372+P41143; AID 504326; activation, % at 9.3 µM; cells, OPRM1-OPRD1 heterodimerization, luminescence; in the data active means activation above about 18%;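 further: 0% = vehicle-treated cells and 100% = reference agonist; values of inactives mirror those of a sister screen read the other way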
V-ATPase pH: alters yeast V-ATPase proton transport | S. cerevisiae, pHLuorin cytosolic pH fluorescence | response, % at 10 µM | 350,000 compounds, 0.37% hits; in the data active means response mostly above about 7.3%, no sharp cut-off; inactive means mostly below about 5.4%; further: actives read high; inactives centre near 0; some compounds called inactive have numbers as strong as hits; reference of the scale not given here
HTR5A ag ctr: counter-screen for OPRM1-OPRD1 agonists: human HTR5A agonism | HTR5A agonist assay, luminescence, cell-based | activation, % at 9.3 µM | 340,000 compounds, 0.61% hits | P47898; in the data active means activation mostly above about 9.5%, no sharp cut-off; inactive means mostly below about 7.6%;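 further: 0% = cells with vehicle only and 100% = reference agonist; strong numbers were not always called active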
cardiac RTF act: increases calcium sensitivity of human cardiac regulated thin filaments. P19429+P45379. IANBD-labeled TnC RTF fluorescence at EC20 calcium; 0% EC20 calcium, 100% full calcium. activation, % at 7.2 µM. 340,000 compounds, 0.24% hits;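 active means activation above the mean over all tested compounds plus 3 SD, cut at about 30% in these data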;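 further: rise in fluorescence read as greater calcium sensitivity of cardiac thin filaments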
CAL PDZ FP: CAL PDZ (human) peptide binding inhibition; AID 602252; Q9HD26; inhibition, % at 24.9 µM; purified CAL PDZ, TMR-peptide fluorescence polarization, 1 h; 300,000 compounds, 0.92% hits;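 active means mean inhibition of at least 30% with at least half of replicates also reaching 30%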;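 further: 0% = DMSO neutral control and 100% = excess unlabeled competitor peptide PRC23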
C-LANA FP: inhibitors of KSHV LANA C-terminal domain DNA binding; MBP-C-LANA/FAM-LBS DNA binding, fluorescence polarization; 340,000 compounds, 0.078% hits; AID 504423; inhibition, % at 9 µM;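 active means highest replicate inhibition at or above 60% at 9 µM, even if other replicates fall short; inactive means all replicates below 60% inhibition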;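 further: 0% = neutral control wells and 100% = 4 µM acridine orange control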
Cardiac RTF inh: cardiac RTF calcium desensitization; P19429+P45379; IANBD-labeled cardiac RTF, Ca2+ fluorescence; inhibition, % at 7.15 µM; 340,000 compounds, 0.12% hits; AID 493244;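 active means inhibition above the mean inhibition of all tested compounds plus 3 SD, cut at about 17% in these data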;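 further: assay run at fixed EC70 calcium of 1.6 mM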
Keap1 Nrf2 FP: inhibitors of human Keap1-Nrf2 protein-protein interaction. Q14145. Keap1 Kelch-Nrf2 peptide fluorescence polarization, 1536-well. inhibition, % at 9.4 µM. 340,000 compounds, 0.15% hits. AID 504523; in the data active means inhibition above about 12%;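 further: human Keap1 Kelch domain with fluorescein labeled Nrf2 9mer peptide probe; 0% = neutral control wells and 100% = peptide positive control; higher means more block of Keap1 binding to Nrf2 peptide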
* = called active by the depositor; . = not tested or not shown. Outcome played no part in choosing rows (roughly 2.8% active in at least one column).

SMILES	OPRM1-OPRD1 inv	HTR5A inv ctr	MOR-DOR ag	V-ATPase pH	HTR5A ag ctr	cardiac RTF act	CAL PDZ FP	C-LANA FP	Cardiac RTF inh	Keap1 Nrf2 FP
COc1ccc(C(CNC(=O)c2cccc(NS(=O)(=O)c3ccc(C)c(F)c3)c2)N(C)C)cc1 (stereo not drawn)	-362.8	7.2	69.8*	-6.3	-3.0	-4.4	-2.6	-0.5	4.3	-3.2
COc1ccc(C(=O)/C(C)=N/O)cc1OC	2.2	5.1	-0.4	0.3	-0.6	1.4	-0.6	-1.3	-2.3	1.4
CCOC(=O)C1=C(O)/C(=C\c2ccc(CNS(=O)(=O)c3ccc(Br)cc3)o2)N=C1C	3.4	12.3	-0.6	0.2	-3.6	8.8	23.8	5.2	-12.1	-6.4
CC1CCc2c(C(=O)NCCN3CCOCC3)csc2C1 (stereo not drawn)	7.0	7.7	-1.2	0.5	-3.0	1.9	-2.6	0.6	-4.2	-4.3
COc1ccc(-c2cc(C(=O)Nc3ccccc3F)on2)cc1	-6.6	6.6	1.3	-0.1	-3.9	8.8	.	1.6	-14.6	-6.2
CC1(C)C(C(=O)O)N2C(=O)C(NC(=O)Cc3ccccc3)C2S1=O (stereo not drawn)	11.5	2.8	-2.4	-0.5	-0.8	0.8	-2.9	1.9	-3.8	-2.0
Cc1ccc(CSc2nnc(-c3cccc(S(=O)(=O)N4CCOCC4)c3)n2CC(C)C)cc1	11.5	16.0	-2.2	1.0	2.1	7.2	-5.5	0.8	7.9	1.7
CCOc1cc(C(=O)NCCOC)ccc1OC	3.9	1.6	-0.7	-0.4	-0.6	-1.0	-2.7	1.6	-5.9	8.9
CS(=O)(=O)N1CCN(c2ccc(NC(=O)c3cccnc3Cl)cc2)CC1	3.7	12.8	-0.7	1.8	-1.6	1.8	4.1	0.1	-2.5	-4.3
O=C(CSc1nnc(COc2ccccc2)o1)N1CCCC1	12.7	-10.8	-2.0	-2.1	3.8	-7.5	4.2	1.6	-4.1	-2.5
Cn1cc(C(=O)C(=O)N2CCCC2)c2ccccc21	9.2	11.7	-1.9	1.4	-3.2	-3.5	-7.7	-3.7	3.0	-3.3
Cc1ccc2cc(C#N)c(N3CCN(C(=O)c4cccs4)CC3)nc2c1	15.7	-38.7	-3.1	-1.8	6.2	4.3	.	0.7	-5.9	-1.5
COC(=O)c1sc(S(=O)(=O)N2CCN(c3ccccc3F)CC2)c(C(=O)OC)c1C	15.8	-6.6	-3.1	-0.1	1.7	1.4	.	-0.3	-14.2	0.8
CC(=O)Nc1cccc(/C(C)=N/NS(=O)(=O)c2ccccc2)c1	.	.	.	-0.8	.	.	6.1	-0.4	.	-5.4
Cc1ccc(NC(=O)COC(=O)CN2CCCCCC2=O)c(C)c1	8.2	-18.3	-2.0	-1.0	6.6	-0.2	-3.3	1.0	-0.5	-0.5
COc1ccc2oc(=N)c(C(=O)Nc3ccc(Br)cc3)cc2c1	2.9	14.2	-0.6	1.4	-4.2	-0.8	-3.3	0.4	2.1	-0.2
O=C(Nc1ccc(NC(=O)C2CC2)nc1)c1cnccn1	1.1	6.5	-0.2	-0.6	-2.4	0.2	-5.3	0.2	-1.8	-2.7
O=C(NCc1ccc(Cl)cc1)C(=O)NCC1OCCN1S(=O)(=O)c1cccs1 (stereo not drawn)	1.9	-5.9	-0.3	-2.6	-0.1	-1.4	.	0.6	-0.5	-2.6
COC(=O)c1ccc(COc2ccc(-c3nnn(CC(N)=O)n3)cc2)cc1	3.4	-8.6	-0.7	0.0	0.9	-0.8	-1.8	1.1	-3.4	-0.9
CCn1ncc(-c2cc(C(=O)O)no2)c1C	.	.	.	-2.3	.	.	-4.9	-2.6	.	-2.1

The final 4 compounds of the part before are carried over, then new ones follow.
SMILES	OPRM1-OPRD1 inv	HTR5A inv ctr	MOR-DOR ag	V-ATPase pH	HTR5A ag ctr	cardiac RTF act	CAL PDZ FP	C-LANA FP	Cardiac RTF inh	Keap1 Nrf2 FP
O=C(Nc1ccc(NC(=O)C2CC2)nc1)c1cnccn1	1.1	6.5	-0.2	-0.6	-2.4	0.2	-5.3	0.2	-1.8	-2.7
O=C(NCc1ccc(Cl)cc1)C(=O)NCC1OCCN1S(=O)(=O)c1cccs1 (stereo not drawn)	1.9	-5.9	-0.3	-2.6	-0.1	-1.4	.	0.6	-0.5	-2.6
COC(=O)c1ccc(COc2ccc(-c3nnn(CC(N)=O)n3)cc2)cc1	3.4	-8.6	-0.7	0.0	0.9	-0.8	-1.8	1.1	-3.4	-0.9
CCn1ncc(-c2cc(C(=O)O)no2)c1C	.	.	.	-2.3	.	.	-4.9	-2.6	.	-2.1
CC(=O)C1=C(c2ccccc2)NC(=O)NC1c1ccccc1OCC(=O)Nc1ccccc1 (stereo not drawn)	1.0	-19.7	-0.2	-2.0	2.9	-4.3	-1.6	-1.4	-1.5	2.7
COc1ccc(N2CCC(CNC(=S)Nc3cccc(C)c3)C2)cc1 (stereo not drawn)	-12.6	16.8	2.6	1.1	0.4	-1.8	-1.9	-1.4	-0.6	-1.7
Cc1noc(C)c1CCC(=O)N1CCCC(CCC(=O)NCc2ccc(F)c(F)c2)C1 (stereo not drawn)	14.8	19.7	-2.2	1.2	1.5	-4.9	-0.3	2.3	-5.8	1.7
O=C(COC(=O)c1n[nH]c(=O)c2ccccc12)c1ccccc1	2.3	7.2	-0.5	-4.3	3.8	-1.9	-0.8	-0.9	-4.1	-0.5
Oc1ccccc1-c1nc(N2CCCC2)c2ccccc2n1	17.2	-8.5	-2.8	2.2	1.3	-2.0	-1.2	0.6	1.0	-3.0
C[C@]12C=CC(=O)C=C1CC[C@@H]1[C@@H]2[C@@H](O)C[C@@]2(C)[C@H]1CC[C@]2(O)C(=O)CO	8.1	-7.7	-1.5	-1.5	2.1	-4.7	-0.6	-1.5	10.3	-3.7
O=C(Cc1ccccc1)NCCSCc1ccccc1	5.8	-5.3	-1.1	0.4	-1.5	-3.9	-2.1	1.0	-1.7	4.2
COc1ccc(C(=O)NNC(=O)COc2ccc(Cl)cc2C)cc1S(=O)(=O)N1CCOCC1	-4.2	7.7	0.8	-2.6	-2.8	-0.5	.	1.8	-11.3	-2.7
O=C1c2ccccc2C(=O)N1CCCC(=O)N1CCCc2ccccc21	8.4	-21.8	-1.4	4.3	8.1	4.0	-2.5	1.1	-5.8	-3.4
CCCCNC(=O)N1CCN(c2ccccc2OCC)CC1	-17.7	15.5	2.4	-2.2	-5.5	0.1	-3.0	-0.3	2.8	-5.1
O=C(Cn1cnc2cc([N+](=O)[O-])ccc2c1=O)NC1CCS(=O)(=O)C1 (stereo not drawn)	-8.4	2.1	1.5	-0.5	1.1	-0.9	1.6	-0.3	1.0	-0.2
O=C(CSc1nnc(Nc2ccccc2)s1)NCC1CCCO1 (stereo not drawn)	17.9	-8.9	-4.6	3.9	-0.2	5.3	0.3	1.7	-3.0	0.1
COc1ccc(COCC(O)CN2CCN(S(=O)(=O)c3c(F)cccc3F)CC2)cc1OC (stereo not drawn)	10.7	-8.5	-2.6	0.4	3.1	-0.9	-1.2	-1.0	-1.1	-0.5
CC(C)CCNC(=O)CCn1c(=S)oc2ccccc21	3.3	6.3	-0.5	2.0	-2.3	6.3	-1.5	1.5	-7.4	-0.8
CCCC(=O)Nc1cccc(C(=O)Nc2nccs2)c1	14.8	12.6	-2.7	-5.3	0.9	5.9	0.7	1.3	-7.6	0.3
C/C=C(\C)C(=O)NCCN1C2=NC[C@H](Cc3ccc(O)cc3)N2C[C@H]1Cc1ccc(O)cc1	-0.5	-16.4	0.1	0.5	6.1	0.4	3.1	1.4	-1.9	-2.2
CCCCC(=O)Nc1ccc(C(=O)NCCc2ccccc2)cc1	20.1	3.9	-3.8	-5.9	5.2	4.6	-1.8	0.0	0.3	-3.7
COc1ccc2oc(=O)c(C(=O)Nc3ccccc3O)cc2c1	-2.1	1.9	0.4	-1.4	3.9	2.2	78.4*	-0.6	-9.5	-1.0
COc1cc(OC)cc(C(=O)NNC(=O)CCC(=O)c2cc(C)sc2C)c1	5.1	8.2	-1.2	-3.4	-3.3	0.2	0.0	0.0	-1.4	-3.1
Cc1cc(C)c(COc2ccc(/C=N/n3c(C)n[nH]c3=S)cc2)c(C)c1	-13.6	36.8*	2.6	0.1	-10.1	4.0	2.2	0.9	-23.2	-2.8
COc1ccc(CCCNC(=O)C2CCC(=O)N(Cc3ccc(Cl)cc3)C2)cc1 (stereo not drawn)	14.2	4.7	-2.7	-3.9	-0.8	-4.8	-5.5	-0.1	-3.5	1.3
CCC(=O)Nc1ccc(C(=O)CSc2nnc(-c3ccc(O)cc3)n2CC2CCCO2)cc1OC (stereo not drawn)	5.2	-8.7	-0.9	3.1	1.4	2.8	.	-0.8	-3.4	-1.3
CCOC(=O)N1CCC(NC(=O)CS(=O)(=O)Cc2nc(-c3ccccc3C)oc2C)CC1	-9.7	-4.2	1.6	-2.5	-3.1	3.7	-5.6	-6.0	-2.2	2.7
CC(=O)C(Sc1nn(C)c(=S)s1)C(=O)Nc1ccccc1 (stereo not drawn)	72.1*	16.1	-15.8	-1.0	-10.9	0.2	.	2.0	2.3	2.5
O=C(COC(=O)c1ccc([N+](=O)[O-])s1)NC(c1ccccc1)c1ccccc1	-31.9	-12.1	4.7	0.7	-0.7	-1.0	1.5	0.7	-14.9	-5.1

Sorted by molar mass (high to low): part of the list above.
SMILES	OPRM1-OPRD1 inv	HTR5A inv ctr	MOR-DOR ag	V-ATPase pH	HTR5A ag ctr	cardiac RTF act	CAL PDZ FP	C-LANA FP	Cardiac RTF inh	Keap1 Nrf2 FP
CCOC(=O)N1CCC(NC(=O)CS(=O)(=O)Cc2nc(-c3ccccc3C)oc2C)CC1	-9.7	-4.2	1.6	-2.5	-3.1	3.7	-5.6	-6.0	-2.2	2.7
O=C(COC(=O)c1ccc([N+](=O)[O-])s1)NC(c1ccccc1)c1ccccc1	-31.9	-12.1	4.7	0.7	-0.7	-1.0	1.5	0.7	-14.9	-5.1
CC(=O)C(Sc1nn(C)c(=S)s1)C(=O)Nc1ccccc1 (stereo not drawn)	72.1*	16.1	-15.8	-1.0	-10.9	0.2	.	2.0	2.3	2.5
